ADAM17 inh: inhibitors of human ADAM17. recombinant ADAM17, EDANS/DABCYL FRET peptide cleavage. actives 0.83% (n = 370,000). P78536. inhibition, % at 6.95 µM. AID 720648;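 active = inhibition above the mean of compounds lying between control limits plus 3 SD, set per campaign, cut at about 8.5% in these data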;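 also: 0% = DMSO-only wells as the low control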
proKLK7 act: activates the human kallikrein-7 zymogen. purified proKLK7, EDANS-DABCYL substrate fluorescence; 100% is mature enzyme control, 0% vehicle. activation, % at 7 µM. actives 0.9% (n = 370,000). AID 652039;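 active = activation above the mean of all tested compounds plus 3 SD, computed per campaign excluding outliers beyond control limits, cut at about 13% in these data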
Target sequence (P49862 whole entry, looked up): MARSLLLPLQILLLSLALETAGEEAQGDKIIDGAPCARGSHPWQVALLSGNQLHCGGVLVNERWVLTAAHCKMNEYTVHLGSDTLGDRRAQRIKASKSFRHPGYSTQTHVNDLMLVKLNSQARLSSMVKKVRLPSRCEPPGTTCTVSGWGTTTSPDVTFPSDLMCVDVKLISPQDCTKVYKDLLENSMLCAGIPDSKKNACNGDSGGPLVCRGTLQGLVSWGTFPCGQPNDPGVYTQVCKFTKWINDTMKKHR
MBD2 DNA inh: MBD2-methylated oligo binding inhibition. AID 686964. TR-FRET, MBD2 binding to methylated oligonucleotide. actives 0.31% (n = 370,000). inhibition, % at 4.4 µM. Q9UBB5; in the data active = inhibition above about 13%
ASAP1 GAP inh: inhibitors of human ASAP1 ArfGAP activity. inhibition, % at 16.5 µM. ASAP1-stimulated ARF1 GTP hydrolysis, GDP FP detection. Q9ULH1. actives 0.19% (n = 360,000). AID 624377; in the data active = inhibition above about 25%;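 also: 0% = vehicle with enzyme and substrate and 100% = no enzyme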
PLCg1 inh: inhibitors of human phospholipase C gamma1 | P19174 | purified PLC-gamma1, fluorogenic substrate, fluorescence | inhibition, % at 12.2 µM | actives 0.84% (n = 370,000); in the data active = inhibition above about 9.5%
Tn7 DDE FP: inhibitors of Tn7 peptide binding to human fibrin DD(E); FP displacement of FITC-Tn7 peptide from fibrin DD(E); 0% = median of compound wells per plate; AID 720508; actives 0.13% (n = 370,000); P02675; inhibition, % at 8.3 µM;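 active = inhibition above the mean of compounds falling within the control limits plus 3 SD of them, cut at about 14% in these data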;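 also: 0% = plate median of compound wells and 100% = 10 µM Aha-Tn7 peptide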
Target sequence (P02675 whole entry, looked up): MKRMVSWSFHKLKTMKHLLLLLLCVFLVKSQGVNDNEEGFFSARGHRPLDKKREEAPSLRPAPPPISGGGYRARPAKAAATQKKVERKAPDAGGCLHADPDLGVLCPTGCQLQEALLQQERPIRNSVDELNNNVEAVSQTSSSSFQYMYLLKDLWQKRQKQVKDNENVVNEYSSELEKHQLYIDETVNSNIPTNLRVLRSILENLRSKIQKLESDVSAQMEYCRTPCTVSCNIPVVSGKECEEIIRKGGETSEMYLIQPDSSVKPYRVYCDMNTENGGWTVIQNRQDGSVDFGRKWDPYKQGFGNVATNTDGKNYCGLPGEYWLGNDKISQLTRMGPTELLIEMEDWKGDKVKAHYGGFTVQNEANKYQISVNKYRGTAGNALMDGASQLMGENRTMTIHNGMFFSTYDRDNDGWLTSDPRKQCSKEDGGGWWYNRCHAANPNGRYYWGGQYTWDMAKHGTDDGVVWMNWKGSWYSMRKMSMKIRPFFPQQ
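Test system – human fibrin DD(E) · Times – 10 min preincubation, 3 h with tracer, room temperature · Detection – fluorescence polarization of the labelled Tn7 tracer · Measure – percent inhibition normalized to high-control wells · Benchmarks – high control wells with 10 µM unlabelled Aha-Tn7 peptide (full inhibition) · Repeats – singlicate testing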
PLC-beta3 inh: inhibitors of human phospholipase C beta3; actives 0.18% (n = 370,000); Q01970; Purified PLC-beta3, fluorogenic substrate, fluorescence; inhibition, % at 12.2 µM; in the data active = inhibition above about 11%;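 also: 0% = median of compound wells on plate and 100% = full blocker control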
Tn6 DDE FP: inhibitors of Tn6 peptide binding to human fibrin DD(E) | P02675 | Fibrin DD(E) TRITC-Tn6 fluorescence polarization displacement | inhibition, % at 8.3 µM | actives 0.21% (n = 370,000) | AID 720509;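 active = inhibition above a per-campaign cutoff: mean of compounds within control limits plus 3 SD, cut at about 15% in these data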;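 also: 0% = median of all compound wells on the plate and 100% = blocking peptide control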
UHRF1 MBD2 ctr: human UHRF1 methylated DNA binding inhibitors | Q96T88 | UHRF1 binding to methylated oligo, TR-FRET | inhibition, % at 4.4 µM | actives 0.75% (n = 370,000) | AID 687016; in the data active = inhibition above about 21%;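 also: UHRF1 SRA domain binding a hemimethylated CpG hairpin DNA probe; 0% = median of test compound wells and 100% = reference inhibitor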
ARFGAP1 inh: inhibits rat ARF GTPase activating protein 1; Q62848; Arfgap1-stimulated ARF1 GTP hydrolysis, GDP FP detection; inhibition, % at 16.5 µM; actives 0.26% (n = 360,000); AID 651572;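 active = inhibition above a per-plate limit, mean inhibition of low control wells plus 3 SD, cut at about 25% in these data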;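 also: 0% = DMSO wells with enzyme and 100% = wells lacking Arfgap1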
Target sequence (Q62848 1-136 limits assumed): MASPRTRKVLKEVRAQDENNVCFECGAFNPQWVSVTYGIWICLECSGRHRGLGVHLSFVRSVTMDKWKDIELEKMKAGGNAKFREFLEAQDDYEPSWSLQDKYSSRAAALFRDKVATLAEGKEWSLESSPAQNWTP
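Assay system: Rat Arfgap1 GAP domain (His6, aa 1-136), purified enzyme | Buffer or medium: HEPES 25 mM pH 7.5, NaCl 150 mM, MgCl2, DTT | Schedule: GTP hydrolysis reaction 2 h at 25 °C | Signal: FP of antibody-bound GDP Alexa 633 tracer, ex 620/em 688 nm | Measure: Percent inhibition of Arfgap1-stimulated GTP hydrolysis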
Numbers without * were called inactive; i = inactive.

SMILES	ADAM17 inh	proKLK7 act	MBD2 DNA inh	ASAP1 GAP inh	PLCg1 inh	Tn7 DDE FP	PLC-beta3 inh	Tn6 DDE FP	UHRF1 MBD2 ctr	ARFGAP1 inh
COC(=O)c1ccc(NC(=S)NC(=O)c2c(Cl)cnn2C)cc1	-4.0	0.2	0.6	0.2	-1.0	10.5	-1.6	0.0	1.7	-7.2
CC(C)[C@H](NC(=O)OCc1ccccc1)C(=O)OCC(=O)NC1CCCCC1	-4.2	-0.1	3.1	-4.6	0.7	7.8	1.9	-1.8	-0.3	-1.4
COc1cc(NC(=O)Nc2cccc(Cl)c2)c(OC)cc1NC(=O)CN1CCCCC1	-4.6	-0.4	2.4	6.9	2.2	11.6	1.6	0.0	-2.3	12.3
NS(=O)(=O)c1ccc(CCNC(=O)C(=O)C2C(=O)Nc3ccccc32)cc1 (configuration not stated)	-5.9	0.3	3.9	-8.9	-6.2	1.2	-9.3	1.7	3.6	-1.8
Cn1cnnc1SCC(=O)Nc1ccc2c(c1)CCC2	-1.9	-0.1	0.8	-1.8	1.7	0.5	0.6	-3.5	-1.3	4.4
CCOC(=O)CCc1c(C)c(C#N)c2nc3ccccc3n2c1-n1ccnc1	-7.0	0.2	0.1	0.7	-11.4	-5.5	-16.4	-0.9	4.3	2.6
CN1CCN(CCOCCOc2c(Cl)cc(Cl)cc2Cl)CC1	1.6	0.3	0.6	10.6	4.5	-3.0	-4.6	3.9	1.1	4.9
C=CCSC1=C(C#N)C(c2ccccc2OCC)C(C#N)C(=O)N1 (configuration not stated)	-5.5	0.1	-5.5	2.4	-10.4	-3.2	-22.1	-0.8	-4.7	-1.3
O=C1CCC/C(=N/NC(=O)c2cc(NS(=O)(=O)c3cccs3)cc(NS(=O)(=O)c3cccs3)c2)C1	-34.3	1.6	3.4	9.6	-158.2	-4.1	-221.1	-7.8	-5.2	-2.9
Cc1nc(C(=O)NNC(=O)c2ccccc2Cl)c(C(F)(F)F)o1	-7.7	0.1	4.2	5.7	-3.5	4.3	0.1	4.3	1.2	1.4
COc1ccc(S(=O)(=O)N(CC(=O)N2CCOCC2)c2cc(Cl)ccc2OC)cc1OC	-2.8	-0.7	0.6	-3.6	-0.8	-1.2	-0.2	2.4	1.2	5.5
O=C(Nc1ccc2c(c1)OCO2)c1c(Cl)nc2sccn12	-7.2	-0.9	0.9	1.4	0.3	0.6	0.1	-3.6	-0.7	-8.6
C=CCOc1cccc(C2/C(=C(\O)c3ccc(F)cc3)C(=O)C(=O)N2CCN(C)C)c1 (configuration not stated)	-0.5	0.7	-8.6	0.8	-1.9	10.9	-2.4	3.1	-2.6	-5.7
Cc1ccc(C)c(N2CCN(C(=O)CCc3nc(-c4ccc(F)cc4)no3)CC2)c1	1.2	-0.6	-0.4	24.4	0.0	-11.4	-0.2	3.3	0.7	0.2
O=C(NNC(=O)c1ccccc1F)c1ccc(Cl)c(S(=O)(=O)N2CCOCC2)c1	4.5	0.5	-0.9	-2.8	2.9	-2.4	-10.3	-4.7	1.4	12.3
CC(=O)OC(COc1ccc(F)cc1)Cn1cnc2ccccc21 (configuration not stated)	-3.8	0.0	1.9	-4.7	-0.8	0.5	-0.1	-4.7	-0.5	-1.5
COC(=O)c1ccccc1-c1ccc(/C=N/NC(N)=O)o1	-8.8	0.5	-0.4	2.0	-229.8	-1.6	-237.9	-1.3	-0.4	6.9
O=C(NCc1ccc2c(c1)OCO2)c1cccc(N2CCCC2=O)c1	-2.4	0.1	-2.5	7.7	-0.2	-2.5	0.7	4.2	1.5	-2.8
COc1cccc(-c2cccc(NC(=O)C3CCN(Cc4cnn(C)c4)CC3)c2)c1	0.4	-0.7	-1.9	-0.1	-0.1	-0.9	-5.2	7.5	0.1	3.3
COc1cc2c(cc1OC)C(C)N(C(=O)Cc1ccc(C(F)(F)F)cc1)CC2 (configuration not stated)	-1.6	1.0	-6.5	-7.9	-1.5	0.3	-6.8	-4.3	0.6	12.8
CCOC(=O)C1CCN(C(=O)c2cc(S(=O)(=O)N3CCCCC3)ccc2C)CC1	3.6	0.3	-0.8	1.7	5.4	-3.3	-2.7	-3.0	2.2	-4.4
Nn1c(SCC(=O)Nc2ccc3c(c2)OCO3)nncc1=O	-2.2	-0.1	-9.3	-10.6	-0.5	11.2	-4.6	-1.0	-8.7	10.3
C=CCC(=O)OCCCCCCOc1ccc(C(=O)O)cc1	-4.3	-0.5	0.2	10.4	-2.4	9.3	-2.8	3.3	2.5	2.5
O=C(Cc1ccccc1)Nc1ccc(NC(=O)c2cccc(Cl)c2)cc1	-5.2	-0.3	10.5	0.5	7.5	-0.1	-1.3	-9.8	4.3	9.0
N#Cc1cccnc1N1CCN(C(c2ccnc3ccccc23)c2nnnn2-c2ccc3c(c2)OCCO3)CC1 (configuration not stated)	-16.4	1.0	5.3	-2.4	-28.5	4.6	-42.5	0.8	19.1	7.2

(continued)
SMILES	ADAM17 inh	proKLK7 act	MBD2 DNA inh	ASAP1 GAP inh	PLCg1 inh	Tn7 DDE FP	PLC-beta3 inh	Tn6 DDE FP	UHRF1 MBD2 ctr	ARFGAP1 inh
NC(=O)c1ccc(NC(=O)CSc2nnc(-c3ccncc3)n2Cc2ccco2)cc1	-4.6	-0.1	-1.3	15.3	-0.3	6.0	0.4	0.6	2.7	4.3
COc1ccc(C2c3c(oc4ccc(Cl)cc4c3=O)C(=O)N2CCN2CCOCC2)cc1 (configuration not stated)	-138.0	1.1	3.9	1.3	-113.2	0.9	-170.8	1.8	0.9	-0.5
CCOc1ccc(NC(=O)CSc2ccc3nnc(-c4cccnc4)n3n2)cc1	-1.9	0.5	2.4	-8.4	-1.2	-5.1	-5.1	-2.8	-1.4	1.1
COc1cccc(NC(=O)C2(C)CCCN2C(=O)C(C)C)c1 (configuration not stated)	-1.9	0.6	-3.9	2.5	-0.7	1.1	0.0	0.9	0.5	2.3
Clc1ss/c(=N\c2ccccn2)c1Cl	-3.0	0.1	-4.2	5.2	-1.6	0.0	-0.9	-3.3	-9.7	-14.0
Cc1coc2c1c(C)cc1oc(=O)c(CC(=O)NCCCN3CCCC3=O)c(C)c12	-413.1	23.0*	-1.6	-2.3	i	9.3	i	2.5	-6.7	10.3
COc1cccc(N(C(=O)Cn2nnc(-c3cccs3)n2)C(C(=O)NC2CCCCC2)c2ccncc2)c1 (configuration not stated)	-3.6	-0.7	4.6	4.0	-0.9	8.1	-1.5	0.0	1.3	0.5
N/C(=N\NC(=O)c1cccs1)c1cc2ccccc2oc1=O	-0.5	-0.2	-4.0	5.9	-10.6	6.2	-10.1	2.7	-1.5	-2.5
O=C(COC(=O)c1c2c(nc3ccccc13)/C(=C\c1ccco1)CC2)NC1CCCC1	-9.2	0.1	11.0	12.1	-23.4	-3.6	-36.1	-1.4	19.3	-12.0
CCCCn1c(N)c(N(Cc2ccccc2OC)C(=O)CCC(C)C)c(=O)[nH]c1=O	-3.8	-0.3	1.6	-1.4	1.2	-1.3	-4.6	0.2	-1.8	5.4
CCOc1cccc(CNCc2ccc(C(=O)O)cc2)c1	-3.4	0.6	-0.2	-3.8	1.2	-5.1	2.2	2.4	-0.8	-6.4
CCC1CCc2sc(C(=O)NC3CCN(Cc4ccccc4)CC3)cc2C1 (configuration not stated)	2.8	0.5	2.5	11.6	1.5	-12.2	-6.9	2.9	0.7	4.9
C[C@H](C(=O)NCc1ccccc1)C(=O)c1ccccc1	-4.7	-0.7	-0.2	5.2	-1.6	-8.5	-3.1	-0.2	3.9	3.2
CCOCC(=O)Nc1nc(C)cc(C)n1	-3.0	-0.6	3.7	9.8	-2.3	8.6	-5.6	2.9	4.2	-1.4
NC(=O)c1cc2ccccc2o/c1=N\NC(=O)c1ccncc1	-1.8	-0.6	8.5	-8.7	0.6	-1.4	-4.2	1.6	13.2	12.1
CCn1cc(C(C)NC(=O)COc2ccc(Cl)cc2C)c(C)n1 (configuration not stated)	-4.1	0.1	-3.8	-8.7	-1.7	-5.5	1.9	1.6	-1.7	4.7
COc1ccccc1C(=O)C1CCCN(C(=O)c2cnn(C(C)C)c2)C1 (configuration not stated)	-1.8	0.2	-5.7	-12.6	-2.6	11.0	-5.0	3.8	-0.3	-1.1
CC1CN(C(=O)N2CCOCC2)CCN1C(=O)N1CCOCC1 (configuration not stated)	3.6	0.0	4.3	7.9	0.3	1.9	3.2	2.5	-1.4	8.9
CCN(Cc1ccncc1)Cc1cn(C)nc1-c1ccc(Oc2ccccc2)cc1	-7.5	0.0	-5.8	13.6	-2.4	4.7	-8.3	-4.2	-0.2	17.0
CCOc1ccc(-n2cc(-c3ccccc3)c3c(SC(C)C(=O)OC)ncnc32)cc1 (configuration not stated)	-2.2	-0.3	4.9	0.7	-2.5	-8.4	-4.0	-12.7	22.4*	2.6
CC(/C=N/NC(=O)c1cnccn1)=C\c1ccco1	-2.9	0.3	-1.2	-0.4	-1.9	1.7	-8.9	2.9	-4.7	-2.6
Cc1ccc(C(=O)N2CCCC(CCC(=O)N3CCN(c4ccccn4)CC3)C2)cc1C (configuration not stated)	-8.3	0.1	-4.0	-2.8	-1.1	1.3	-9.4	7.2	0.6	0.6
O=C(Nc1ccccc1Cl)Nc1ccccc1Cl	-10.3	-0.2	-1.0	-8.4	0.5	5.5	-7.9	0.2	1.9	3.8
S=C(NNc1ccnc2cc(Cl)ccc12)Nc1ccccc1Cl	-1.5	-0.8	-4.7	-1.5	-28.8	6.7	-27.1	3.1	-4.9	6.7
Cc1nc2ccc(S(=O)(=O)NC(C(=O)N3CCCC3)C(C)C)cc2s1 (configuration not stated)	-1.7	0.5	-7.4	3.7	-0.8	0.0	2.3	-1.9	1.0	1.6
COc1ccccc1-c1noc2c1C(=O)N(Cc1cn(Cc3ccccc3)nn1)CC2	-4.1	0.3	-0.8	2.3	0.3	2.2	-1.1	5.8	8.0	3.0
Cc1cc(C)n(/N=C/c2ccco2)c(=O)c1C#N	0.2	-0.2	-2.8	24.9*	9.1	-8.9	4.0	0.8	8.3	2.0
CCn1c(CN2CCOCC2)nnc1SCC(=O)Nc1cccc(C)c1	-3.3	-0.8	-6.2	-11.8	-0.8	3.6	-4.9	2.5	-0.6	-3.8

Three entries picked at random from those above, as already listed:
SMILES	ADAM17 inh	proKLK7 act	MBD2 DNA inh	ASAP1 GAP inh	PLCg1 inh	Tn7 DDE FP	PLC-beta3 inh	Tn6 DDE FP	UHRF1 MBD2 ctr	ARFGAP1 inh
NC(=O)c1ccc(NC(=O)CSc2nnc(-c3ccncc3)n2Cc2ccco2)cc1	-4.6	-0.1	-1.3	15.3	-0.3	6.0	0.4	0.6	2.7	4.3
Cc1nc2ccc(S(=O)(=O)NC(C(=O)N3CCCC3)C(C)C)cc2s1 (configuration not stated)	-1.7	0.5	-7.4	3.7	-0.8	0.0	2.3	-1.9	1.0	1.6
Cc1ccc(C(=O)N2CCCC(CCC(=O)N3CCN(c4ccccn4)CC3)C2)cc1C (configuration not stated)	-8.3	0.1	-4.0	-2.8	-1.1	1.3	-9.4	7.2	0.6	0.6

Taken from above:
MBD2 DNA inh with O=C(Nc1ccccc1Cl)Nc1ccccc1Cl stands at -1.0
PLC-beta3 inh with CCOc1cccc(CNCc2ccc(C(=O)O)cc2)c1 stands at 2.2
